MEX-5 binding: MEX-5 zinc finger RNA-binding disruptors – biochemical, C. elegans, fluorescence polarization, MLPCN library, primary screen. AID 1832, 2009. activity score (negative = inhibition of binding), % at 10 µM. 0.38% of 300,000 active. Zinc finger protein mex-5 (Caenorhabditis elegans), Q9XUB2. MEX-5/FITC-TCR2 RNA binding; hits give low values;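 active = inhibition past about -25% in most replicates, and total fluorescence under double the plate's negative control median, limit read from the data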;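 also: 0% = DMSO and -100% = 5 µM competing unlabeled TCR2 RNA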
PME-1 primary: PME-1 inhibitors via competitive probe labeling, primary screen, biochemical, fluorescence polarization, FP-Rh probe, HTS; Protein phosphatase methylesterase 1 (Homo sapiens), Q9Y570; recombinant PME-1; inhibition, % at 5.9 µM; 0.53% of 320,000 active;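 active = inhibition above the campaign mean of all compounds plus 3 SD, cut at about 26% in these data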;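 also: competitive labeling of PME-1 active site by serine hydrolase directed probe; 0% = PME-1 with DMSO and 100% = wells lacking PME-1 enzyme; inhibitors block probe labeling so polarization falls and inhibition rises; many of its hits are not listed in these tables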
Target sequence (Q9Y570 whole entry, looked up): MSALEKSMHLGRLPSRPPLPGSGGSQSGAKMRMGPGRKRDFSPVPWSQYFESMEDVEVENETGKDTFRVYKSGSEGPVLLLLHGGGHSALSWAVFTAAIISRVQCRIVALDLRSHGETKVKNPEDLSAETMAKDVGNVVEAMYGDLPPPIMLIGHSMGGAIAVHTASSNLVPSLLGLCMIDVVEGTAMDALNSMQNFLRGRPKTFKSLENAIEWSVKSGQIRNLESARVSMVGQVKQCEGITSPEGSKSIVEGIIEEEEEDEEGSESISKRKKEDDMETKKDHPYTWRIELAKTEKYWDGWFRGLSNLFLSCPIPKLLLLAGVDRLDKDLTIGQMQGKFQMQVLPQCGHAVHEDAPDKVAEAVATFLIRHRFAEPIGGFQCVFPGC
Efflux pump mplx: inhibitors of Candida efflux pumps in yeast, primary screen, S. cerevisiae, Nile Red, multiplex. AID 485275, 2010. inhibition, % at 10 µM. S. cerevisiae Candida pump triplex. 0.44% of 330,000 active;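 active = plate passing quality check with inhibition over a set limit, or well fluorescence over plate mean plus 4 SD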;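 also: Nile Red retained in pooled yeast measured as flow cytometry median fluorescence; 0% = buffer negative control and 100% = Enniatin B positive control; higher means more Nile Red kept so more efflux inhibition; some compounds called inactive have numbers as strong as hits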
Fam108B inh: mouse Fam108B serine hydrolase inhibitors, primary screen, counter-screen for RBBP9 inhibitor project, biochemical, fluorescence polarization; recombinant Fam108B, FP-Rh probe fluorescence polarization; inhibition, % at 9.51 µM; 0.33% of 300,000 active; AID 1947, 2009;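 active = inhibition above the screen mean inhibition plus 3 SD, computed separately per campaign, cut at about 18% in these data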;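 also: inhibitors lower polarization as less probe binds the enzyme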
GRK2 aptamer HTS: compounds blocking aptamer binding on GRK2 – biochemical, human GRK2, bead flow cytometry, HTS, primary screen | FAM-aptamer displacement from GRK2 | Beta-adrenergic receptor kinase 1 (Homo sapiens), P25098 | 0.59% of 330,000 active | inhibition of aptamer binding, % at 10 µM;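 active = inhibition of aptamer binding above 40%, roughly 3 SD of noise, on plates passing a quality check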;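 also: median bead fluorescence of bound FAM aptamer so fluorescent compounds give negative values; no value below 0 was filed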
Bcl-xL primary: inhibitors of human Bcl-xL, primary screen, biochemical, fluorescence polarization, HTS. Bcl-2-like protein 1 (Homo sapiens), Q07817. GST-Bcl-xL / FITC-Bim BH3 peptide fluorescence polarization. inhibition, % at 10.9 µM. 0.7% of 320,000 active;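 active = inhibition above the mean of all tested compounds plus 3 SD, cutoff set per campaign, cut at about 30% in these data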;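 also: 0% = DMSO wells and 100% = unlabeled Bim-BH3 peptide competitor; inhibitors lower millipolarization by displacing the labeled peptide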
VLA-4 inh: inhibition in human VLA-4 binding assay, primary screen, VLA-4 allosteric modulator project, MLPCN library, flow cytometry, VLA-4 expressing cells. Integrin alpha-4 (Homo sapiens), P13612. ligand binding flow cytometry. inhibition, % (about 7 µM as worked out from the volumes in the protocol). 0.2% of 330,000 active; in the data active = inhibition above about 50%
MCL1-BIM inh: inhibitors of MCL1 binding to BIM-BH3, primary screen, biochemical, fluorescence polarization | inhibition, % at 10.9 µM | 0.68% of 320,000 active | GST-MCL1 / FITC-Bim-BH3 fluorescence polarization | Induced myeloid leukemia cell differentiation protein Mcl-1 (Homo sapiens), Q07820;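 active = inhibition above the mean inhibition of all tested compounds plus 3 SD, set per campaign, cut at about 40% in these data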;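 also: 0% = DMSO wells and 100% = unlabeled Bim-BH3 peptide control; higher means more loss of mP so more displacement of Bim peptide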
GLD-1 RNA inh: GLD-1/TGE RNA complex disruptors, primary screen, biochemical, fluorescence polarization | purified GLD-1 + fluorescein TGE RNA | inhibition, % at 5.96 µM | 0.44% of 320,000 active;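 active = percent inhibition above a per-plate cutoff, the plate mean of test compounds plus 3 SD, cut at about 30% in these data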;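 also: 0% = DMSO wells with GLD-1 and probe and 100% = wells lacking GLD-1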
Target sequence (Q17339 whole entry, looked up): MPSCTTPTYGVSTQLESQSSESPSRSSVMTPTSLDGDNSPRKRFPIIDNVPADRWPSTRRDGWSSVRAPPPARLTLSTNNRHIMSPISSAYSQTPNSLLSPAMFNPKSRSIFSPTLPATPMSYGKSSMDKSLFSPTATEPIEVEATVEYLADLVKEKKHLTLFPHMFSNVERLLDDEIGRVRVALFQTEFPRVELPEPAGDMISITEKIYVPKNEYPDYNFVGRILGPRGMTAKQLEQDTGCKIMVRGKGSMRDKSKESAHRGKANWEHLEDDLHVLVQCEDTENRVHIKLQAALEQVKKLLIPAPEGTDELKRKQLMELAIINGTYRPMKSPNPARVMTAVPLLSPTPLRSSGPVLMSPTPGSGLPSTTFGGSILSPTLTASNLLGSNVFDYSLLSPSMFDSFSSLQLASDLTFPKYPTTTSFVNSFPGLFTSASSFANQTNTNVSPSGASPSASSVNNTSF
Starred values were filed as active, the others as inactive; . = not tested or not shown.

SMILES	MEX-5 binding	PME-1 primary	Efflux pump mplx	Fam108B inh	GRK2 aptamer HTS	Bcl-xL primary	VLA-4 inh	MCL1-BIM inh	GLD-1 RNA inh
N/C(=N\OC(=O)COc1ccc(Br)cc1Cl)c1cccnc1	0.5	-4	0.4	-4	0	2	3	4	0
COc1cccc(NC(=O)CN2C(=O)COc3ccc(S(=O)(=O)N4CCCCCC4)cc32)c1	-1.5	-8	0.0	0	0	0	0	2	9
O=C(COc1cccc(F)c1)NNC(=O)Cc1ccc(S(=O)(=O)N2CCOCC2)s1	.	-9	0.0	.	46*	2	-15	8	-2
Cc1cccc(OCCOCCN2CCNCC2)c1C	1.4	-1	0.0	2	0	0	-2	-6	8
COc1cc2c(cc1OC)C(C1C(=O)CC(C)(C)CC1=O)N(C(=O)CCl)CC2 (stereo not given)	0.9	-11	-0.2	2	0	2	-8	-1	11
COc1cc2c(cc1OC)C(C)N(S(=O)(=O)c1ccc(Cl)nc1)CC2 (stereo not given)	-2.2	-1	-0.2	1	0	0	4	-7	5
NC(=O)c1ccc(NC(=O)CSc2nnc(C3CCCCC3)n2N)cc1	-3.2	6	0.1	1	2	3	20	22	4
OC1(c2cccs2)CN(c2ccccc2)C2=[N+]1CCCC2 (stereo not given)	.	-5	0.2	-3	2	6	5	0	2
C=CCSC1=C(C#N)C(c2cccc(OC)c2)CC(=O)N1 (stereo not given)	-0.1	6	0.1	1	3	0	13	4	0
COc1ccc(C)cc1N(CC(=O)N1CCc2ccccc2C1)S(C)(=O)=O	-0.8	0	0.0	3	0	6	15	-1	5
CCOc1ccc(C(=O)OCC(=O)NCc2ccccc2)cc1OCC	.	2	0.0	.	0	3	13	1	-3
CSc1nc2ncc(C(=O)O)c(N)n2n1	-4.9	2	0.0	-3	2	4	8	1	3
O=C(N/C(=C\c1cccs1)C(=O)N1CCCCCC1)c1ccccc1	0.4	2	0.0	0	0	6	9	0	-8
CC(C)(C)OC(=O)N1Cc2ccccc2C[C@H]1C(=O)N1CCC[C@H]1C(=O)O	-1.2	5	-0.3	4	0	11	-5	5	6
COc1cccc(C(=O)N2CCN(S(=O)(=O)Cc3ccccc3)CC2)c1OC	0.1	-1	0.1	-4	1	-2	19	1	-5
O=C(CNC(=O)c1ccco1)OCc1ccccc1Cl	.	.	0.3	.	1	.	0	.	8
O=S(=O)(NC1CC1)c1ccc(S(=O)(=O)N(Cc2ccccn2)C2CCCC2)cc1	-1.1	7	0.3	3	6	2	8	-1	5
CCCCCCNC(=O)CC(NS(=O)(=O)c1ccc(OC)cc1)C(C)C (stereo not given)	0.6	0	0.1	0	0	3	1	-3	2
CN(C)C(CNC(C(=O)Nc1ccc([N+](=O)[O-])cc1Br)c1ccccc1)c1ccccc1 (stereo not given)	0.7	0	-0.2	3	2	-6	1	-5	5
CC(OC(=O)C1CCCCC1)C(=O)Nc1cccc([N+](=O)[O-])c1 (stereo not given)	.	-2	-0.2	.	1	-2	5	-3	2
O=C(Cc1cn2ccsc2n1)Nc1nc2c(s1)CN(Cc1ccccc1)CC2	-9.6	-4	0.2	-6	2	10	-11	16	-3
Cc1ncc([N+](=O)[O-])n1CC(=O)Nc1ccc(F)c(F)c1	-0.1	-6	1.2	2	0	1	12	-2	1
NC(=O)c1cc(-c2ccccc2)sc1NC(=O)CN1CCCCC1	-1.0	24	0.1	2	0	-2	16	4	6
COc1ccccc1C(=O)Nc1ccc(Br)c2cccnc12	3.0	-17	-0.1	-11	0	2	0	4	-3

Part of the list above in order of SMILES length, falling.
SMILES	MEX-5 binding	PME-1 primary	Efflux pump mplx	Fam108B inh	GRK2 aptamer HTS	Bcl-xL primary	VLA-4 inh	MCL1-BIM inh	GLD-1 RNA inh
CN(C)C(CNC(C(=O)Nc1ccc([N+](=O)[O-])cc1Br)c1ccccc1)c1ccccc1 (stereo not given)	0.7	0	-0.2	3	2	-6	1	-5	5
CC(C)(C)OC(=O)N1Cc2ccccc2C[C@H]1C(=O)N1CCC[C@H]1C(=O)O	-1.2	5	-0.3	4	0	11	-5	5	6
O=S(=O)(NC1CC1)c1ccc(S(=O)(=O)N(Cc2ccccn2)C2CCCC2)cc1	-1.1	7	0.3	3	6	2	8	-1	5
COc1cccc(C(=O)N2CCN(S(=O)(=O)Cc3ccccc3)CC2)c1OC	0.1	-1	0.1	-4	1	-2	19	1	-5
CC(OC(=O)C1CCCCC1)C(=O)Nc1cccc([N+](=O)[O-])c1 (stereo not given)	.	-2	-0.2	.	1	-2	5	-3	2
O=C(Cc1cn2ccsc2n1)Nc1nc2c(s1)CN(Cc1ccccc1)CC2	-9.6	-4	0.2	-6	2	10	-11	16	-3
Cc1ncc([N+](=O)[O-])n1CC(=O)Nc1ccc(F)c(F)c1	-0.1	-6	1.2	2	0	1	12	-2	1
O=C(N/C(=C\c1cccs1)C(=O)N1CCCCCC1)c1ccccc1	0.4	2	0.0	0	0	6	9	0	-8
NC(=O)c1cc(-c2ccccc2)sc1NC(=O)CN1CCCCC1	-1.0	24	0.1	2	0	-2	16	4	6
CCOc1ccc(C(=O)OCC(=O)NCc2ccccc2)cc1OCC	.	2	0.0	.	0	3	13	1	-3
OC1(c2cccs2)CN(c2ccccc2)C2=[N+]1CCCC2 (stereo not given)	.	-5	0.2	-3	2	6	5	0	2
COc1ccccc1C(=O)Nc1ccc(Br)c2cccnc12	3.0	-17	-0.1	-11	0	2	0	4	-3
O=C(CNC(=O)c1ccco1)OCc1ccccc1Cl	.	.	0.3	.	1	.	0	.	8
CSc1nc2ncc(C(=O)O)c(N)n2n1	-4.9	2	0.0	-3	2	4	8	1	3

Further records follow:
SMILES	MEX-5 binding	PME-1 primary	Efflux pump mplx	Fam108B inh	GRK2 aptamer HTS	Bcl-xL primary	VLA-4 inh	MCL1-BIM inh	GLD-1 RNA inh
CC(C(=O)c1c[nH]c(C(=O)N=CN(C)C)c1)c1ncc(C(F)(F)F)cc1Cl (stereo not given)	-1.5	-4	0.3	-4	3	7	11	7	3
CC(C)(C)NC(=O)NC(=O)COc1ccc(Br)cc1Br	-1.4	3	0.4	1	0	3	9	6	2
CCCn1c(SCC(=O)Nc2ccc3c(c2)OCO3)nc2c1c(=O)n(C)c(=O)n2C	-1.0	7	-0.1	-2	1	6	-7	7	-5
CCOc1ccc(Br)cc1C(=O)N/N=C/c1cccc(C)n1	0.8	-4	0.1	-4	0	1	11	-2	2
COc1cccc(-c2nnn(CC(=O)NC3CCCC3)n2)c1OC	-1.5	-2	0.3	-4	0	-3	-18	1	3
CC1CCCC(C)N1C(=O)COC(=O)c1cc(Br)ccc1Cl (stereo not given)	-0.4	2	0.1	3	0	4	6	2	3
COc1ccc(CC(=O)Nc2cccc(S(=O)(=O)N3CCCCC3)c2)cc1	.	10	0.2	.	0	0	2	-6	5
CCCNC(=O)NS(=O)(=O)c1ccc(Cl)cc1	-1.7	-2	-0.1	-1	1	-2	41	-10	-1
COc1ccc(/C=C2\SC(=O)N(CCC(=O)N3CCCCC3)C2=O)cc1OC	-2.3	2	-0.1	0	0	2	0	8	10
COc1ccc(CCNC(=O)c2cccc(S(=O)(=O)N3CCc4ccccc4C3)c2)cc1	.	9	0.0	.	2	-3	4	-5	-1
C[C@]12C(=O)N(c3cccc(Cl)c3)C(=O)N1[C@H]1c3ccccc3OC[C@@H]1[C@H]2c1ccccc1	0.2	-4	0.0	0	1	6	4	1	1
Cc1ccc(SCn2nnc3ccccc3c2=O)c(C)c1	-0.5	-2	0.1	-1	0	3	1	4	1
CCOc1cc(/C=C/c2cc(C(=O)O)c3ccccc3n2)ccc1O	1.9	9	0.0	2	5	6	6	6	0
CCOC(=O)c1c(SC)n(-c2ccccc2)c(=S)n(-c2ccccc2)c1=O	2.0	.	0.1	.	0	.	0	.	.
O=C(CSc1ccccc1F)Nc1ccc2c(c1)OCO2	.	.	0.0	.	1	.	8	.	-1
C=CCN(C(=O)CCC(=O)Nc1cc(C)on1)C(C(=O)NC1CCCC1)c1ccc(OC)cc1OC (stereo not given)	-0.3	-3	0.2	0	1	-1	-2	-2	-4
O=C(NS(=O)(=O)c1ccccc1)c1ccccc1O	3.5	3	0.0	3	2	6	12	4	0
COc1cccc(NC(=O)c2cc([N+](=O)[O-])ccc2NCc2cccnc2)c1	-4.2	6	-0.3	0	4	4	11	4	6
CCN(CC)c1ccc(/C=N/NC(=O)Cc2cccs2)c(O)c1	13	12	-0.2	4	4	-5	11	-5	-2
O=C(CSc1ccccc1Cl)N1CCOCC1	1.0	3	-0.1	-4	0	-3	4	4	-1
COc1ccccc1C(=O)NNC(=O)c1ccccc1F	1.0	-2	0.1	5	1	9	-3	19	11
COc1cc(C(=O)Nc2ccc3c(c2)OCCO3)ccc1OC(C)C	0.4	-6	-0.1	4	0	2	10	1	6
O=C(COc1cc2oc(=O)cc(-c3ccccc3)c2cc1Cl)NCC1CCC(C(=O)O)CC1 (stereo not given)	-0.2	7	0.3	-1	2	-3	-14	-5	4
NCCCCCc1nnc(SCC(=O)c2ccc(Cl)cc2)o1	2.6	-2	0.4	-1	0	0	13	-5	-2
COc1cc(/C=C/C(=O)NCc2cccnc2)cc(OC)c1OC	0.9	-1	-0.1	0	0	9	-8	-1	1
Cc1cc([N+](=O)[O-])nn1CC(=O)NCCCn1ccnc1	0.7	5	-0.1	-1	0	6	16	11	3
Cc1cc(NS(=O)(=O)c2ccc(NC(=O)c3cnc(Cl)c(Cl)c3)cc2)nc(C)n1	.	-2	0.0	.	0	-4	8	1	1

Whole records, quoted from the list.
Listed for COc1cc2c(cc1OC)C(C1C(=O)CC(C)(C)CC1=O)N(C(=O)CCl)CC2 (stereo not given) = MEX-5 binding = 0.9; PME-1 primary = -11; Efflux pump mplx = -0.2; Fam108B inh = 2; GRK2 aptamer HTS = 0; Bcl-xL primary = 2; VLA-4 inh = -8; MCL1-BIM inh = -1; GLD-1 RNA inh = 11
Listed for O=S(=O)(NC1CC1)c1ccc(S(=O)(=O)N(Cc2ccccn2)C2CCCC2)cc1 = MEX-5 binding = -1.1; PME-1 primary = 7; Efflux pump mplx = 0.3; Fam108B inh = 3; GRK2 aptamer HTS = 6; Bcl-xL primary = 2; VLA-4 inh = 8; MCL1-BIM inh = -1; GLD-1 RNA inh = 5

Not all compounds are listed; count on the stated rates, not on these rows.
